From PubChem BioAssay
IDE act: boosts human insulin-degrading enzyme activity in HEK cells; P14735; FAbeta-B cleavage, fluorescence polarization; 0% vehicle, 100% cell-free pure enzyme wells; activation, % at 5.96 µM; hit rate 0.073% among 340,000; AID 493087;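 active means activation above the mean of all tested compounds plus 3 SD, set per screening campaign, cut at about 17% in these data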
Target sequence (P14735 whole entry, looked up): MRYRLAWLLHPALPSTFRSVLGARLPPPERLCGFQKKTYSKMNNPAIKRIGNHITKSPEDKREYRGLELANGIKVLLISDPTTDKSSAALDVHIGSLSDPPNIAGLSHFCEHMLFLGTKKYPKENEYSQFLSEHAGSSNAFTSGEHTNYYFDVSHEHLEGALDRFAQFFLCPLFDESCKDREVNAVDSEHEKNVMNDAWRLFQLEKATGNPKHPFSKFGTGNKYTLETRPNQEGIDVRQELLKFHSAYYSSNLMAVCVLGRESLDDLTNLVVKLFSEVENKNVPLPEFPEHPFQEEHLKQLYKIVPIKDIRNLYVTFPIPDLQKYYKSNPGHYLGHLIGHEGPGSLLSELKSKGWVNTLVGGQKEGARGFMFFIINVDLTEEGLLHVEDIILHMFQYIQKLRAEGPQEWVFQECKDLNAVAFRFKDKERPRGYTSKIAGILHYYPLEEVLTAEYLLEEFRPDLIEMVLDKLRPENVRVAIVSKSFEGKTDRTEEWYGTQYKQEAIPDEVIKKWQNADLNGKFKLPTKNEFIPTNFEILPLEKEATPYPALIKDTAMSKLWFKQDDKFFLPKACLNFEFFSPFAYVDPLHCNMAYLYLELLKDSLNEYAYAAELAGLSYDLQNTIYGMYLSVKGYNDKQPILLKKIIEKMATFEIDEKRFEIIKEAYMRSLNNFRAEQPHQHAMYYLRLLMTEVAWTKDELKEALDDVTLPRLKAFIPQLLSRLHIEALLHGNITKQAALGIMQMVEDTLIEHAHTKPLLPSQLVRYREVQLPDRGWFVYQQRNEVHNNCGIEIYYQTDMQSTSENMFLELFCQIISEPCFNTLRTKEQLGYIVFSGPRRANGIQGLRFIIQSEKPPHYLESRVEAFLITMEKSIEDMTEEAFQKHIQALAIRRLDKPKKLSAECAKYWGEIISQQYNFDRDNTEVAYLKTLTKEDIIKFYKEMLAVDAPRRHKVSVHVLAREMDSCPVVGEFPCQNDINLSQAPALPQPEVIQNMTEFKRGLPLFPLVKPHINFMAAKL
SUMO HTRF inh: inhibitors of human SUMOylation (UBC9); HTRF SUMOylation assay, SAE1/SAE2 + UBC9, in vitro; inhibition, % at 35 µM; hit rate 0.36% among 290,000; AID 2006; in the data active means inhibition above about 50%, passing the limit was not always enough; further: strong numbers were not always called active
MEKK2mut PB1 HTS: signal of MEK5 binding to mutant human MEKK2 PB1 domain; bead flow cytometry, Alexa488-MEK5 binding to MEKK2 mutant; percent response, % at 10 µM; hit rate 0.35% among 290,000; in the data active means percent response above about 24%, passing the limit was not always enough; further: inactives centre near 1; some results filed as inactive read as strong as hits; reference of the scale not given here
p-CIP stab down: p/CIP protein destabilization; Q05BA5; F442A p/CIP-EGFP cells, EGFP fluorescence, 16 h; decrease of EGFP signal, % at 10 µM; hit rate 0.01% among 290,000;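 active means EGFP signal decrease of at least 30% at 10 µM or well 3 SD below plate mean, unless failing retest; inactive means the rest, including hits failing retest or dose response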; further: some compounds called inactive have numbers as strong as hits; many of its hits are not listed in these tables
IDE inh: inhibits human insulin-degrading enzyme in HEK cells. FAbetaB cleavage, fluorescence polarization. inhibition, % at 5.59 µM. hit rate 0.41% among 320,000;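 active means percent inhibition above the average of all tested compounds plus 3 SD, set per screening campaign, cut at about 16% in these data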;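 further: IDE supplied by intact live HEK cells; FP after avidin binding of uncleaved biotin substrate so inhibition keeps polarization high; 0% = DMSO wells and 100% = 60 µM reference IDE inhibitor Ii1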
PfM18AAP inh: PfM18AAP enzyme inhibition; inhibition, % at 7.35 µM; hit rate 1.2% among 290,000; recombinant PfM18AAP, H-Glu-NHMec fluorogenic cleavage;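 active means inhibition above the campaign mean inhibition over all tested compounds plus 3 SD, cut at about 28% in these data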;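 further: 0% = plate median of test compound wells and 100% = 2 mM ZnCl2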
MEKK2wt PB1 HTS: raises or lowers MEK5 binding to wildtype human MEKK2 PB1 domain; bead flow cytometry, Alexa488-MEK5 binding to MEKK2 WT; actives lie on both sides; AID 1531; Q9Y2U5; binding response (% of control), % at 10 µM; hit rate 1.1% among 290,000; in the data active means binding response below about 67% or above about 130%
MEKK3 PB1 HTS: MEKK3-MEK5 PB1 interaction, increase or decrease; Q99759; bead-based flow cytometry, Alexa488-MEK5 binding to MEKK3; actives lie on both sides; 0 = blocked by unlabeled MEK5, 100 = vehicle; binding response (% of control), % at 10 µM; hit rate 1.4% among 290,000; AID 1529;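 active means binding response more than 3 SD above or below the average of its plate-row segment, actives on both sides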;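 further: Alexa488 bead fluorescence after subtracting the streptavidin-only scavenger bead signal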
NALP1 yeast inh: blocks the NALP1 inflammasome reconstituted in yeast; S. cerevisiae NALP1/ASC/caspase-1 growth, X-gal OD620, 72 h; inhibition, % at 10 µM; hit rate 0.61% among 280,000; AID 2071; in the data active means inhibition mostly above about 24%, no sharp cut-off; inactive means mostly below about 32%; further: some compounds called inactive have numbers as strong as hits
The depositor's hits bear a star; . = no result given; [ ] = dose if it differs, or a comment.

SMILES	IDE act	SUMO HTRF inh	MEKK2mut PB1 HTS	p-CIP stab down	IDE inh	PfM18AAP inh	MEKK2wt PB1 HTS	MEKK3 PB1 HTS	NALP1 yeast inh
C=CCN1c2ccccc2[C@]23C[C@@H](C(=O)OC)N(C(=O)C4CCC4)C2=NC(C(=O)OC)=C(C(=O)OC)[C@H]13	2	-43	0	0	-2	.	79	91	.
CCOC(=O)N1CCN(C(=O)c2oc3ccc(S(=O)(=O)N4CCOCC4)cc3c2C)CC1	0	0	3	-3	5	-1	117	107	-8
C=CCOn1c(=O)c(C)[n+]([O-])c2ccccc21	-3	16	-5	-3	0	-1	90	91	19
S=c1[nH]c(-c2ccccc2)cn1/N=C/c1cccs1	-11	5	-9	2	-4	47*	85	84	13
Cc1cc(/C=C2/NC(=O)NC2=O)c(C)n1-c1ccccn1	4	13	0	3	1	7	111	109	32
CC1=[N+](C)N(c2ccccc2)C(=O)C1N=C/C=C/c1ccccc1 (stereo unspecified)	3	-6	1	1	-9	-14	105	105	-2
O=C1CC(c2ccccc2)CC(O)=C1C=NCc1ccccc1Cl (stereo unspecified)	-7	-23	.	6	1	-2	.	.	10
COc1cc(Cl)ccc1OCc1cc(C(=O)N2CCN(c3ccccn3)CC2)no1	-15	-10	1	1	9	1	99	104	11
Cn1ncc2c(=O)n(CC(=O)NC34CC5CC(CC(C5)C3)C4)cnc21	6	10	-8	-1	-3	1	98	91	2
COc1cc(NC(=O)c2cccc([N+](=O)[O-])c2C)ccc1NC(=O)c1ccco1	1	18	0	-2	10	8	104	95	32
O=C(CC(=O)N/N=C/c1c(F)cccc1Cl)NCc1ccccc1	.	-2	-2	10	8	3	95	94	0
O=C(CSCc1ccc(Cl)c(Cl)c1)Nc1c[nH]c(=O)[nH]c1=O	5	11	0	-2	3	6	104	71*[inhibitor]	3
Cc1cccc(NS(=O)(=O)c2cc(C(=O)N3CCc4ccccc4C3)ccc2Cl)c1C	0	22	-7	-4	3	-6	92	97	-3
Cc1ccc2c(c1)nnn2C1CCN(C(=O)NC23CC4CC(CC(C4)C2)C3)CC1	.	20	-9	9	.	1	93	100	39
CC(C)C(=O)Nc1ccc(-c2nc3ccccc3c(=O)o2)cc1	0	5	-4	-10	1	-15	94	95	8
Nc1ccc(S(=O)C(F)(F)F)cc1 (stereo unspecified)	4	1	-1	-4	6	-3	111	127	-10
CN(C)c1ccc(C(CNS(=O)(=O)c2ccc(F)cc2)c2c[nH]c3ccccc23)cc1 (stereo unspecified)	5	-24	2	6	-3	3	105	98	25
CCCCCCCCCCNC(=O)CCn1[nH]c(=O)c2ccccc2c1=O	2	.	2	.	0	-2	100	98	.
COc1ccc(NC(=O)CSc2nnc(-c3cccnc3)o2)cc1	3	-5	7	8	3	6	101	104	4
N=c1n(CC(=O)c2cccs2)c2ccccc2n1Cc1ccccc1	-3	6	-3	-2	-6	9	108	97	13
COc1ccc(C(=O)Nc2ccc(Cl)cc2C(=O)N2CCCC(C)C2)cc1 (stereo unspecified)	4	12	-3	-4	-4	4	99	95	0
O=C(CC12CC3CC(CC(C3)C1)C2)N/N=C/c1ccc([N+](=O)[O-])o1	1	19	1	-11	1	-1	100	98	42
Cc1ccc(S(=O)(=O)/N=C/c2ccc(N(C)C)cc2)cc1	5	11	-2	-13	-7	2	90	95	-35
Cc1ccc(C)c(N2C(=O)CC(Cc3ccc(Cl)cc3)C2=O)c1 (stereo unspecified)	3	-3	3	-11	0	1	107	107	13
OCCSc1nc(N2CCOCC2)nc(N2CCOCC2)n1	1	12	3	-2	-1	-3	104	102	6
COc1cc(C2C(C#N)=C(N)N(N(C)C)C3=C2C(=O)CC(C)(C)C3)cc(OC)c1OC (stereo unspecified)	0	6	1	-1	2	-1	100	105	2
CCOC(=O)c1sc2nc(CC(=O)OC)nc(NCc3ccc(F)cc3)c2c1C	1	-18	8	-7	-1	2	115	110	6
OCCn1c(Cl)nc2ccccc21	7	5	4	0	2	-1	110	115	5
COc1ccc([N+](=O)[O-])cc1NC(=O)C(C)OC(=O)c1cccnc1Cl (stereo unspecified)	10	-27	-2	-5	7	2	95	92	-2
COc1ccc(OCC(=O)Nc2ccc(C(=O)Nc3ccccc3C(=O)O)cc2)cc1	0	10	3	5	6	4	103	104	3
CCCc1nc2oc(C(=O)c3ccccc3)c(N)c2c2c1COC(C)(C)C2	-1	-1	4	-7	3	1	103	104	4
COc1ccnc2c1c(=O)n(Cc1cccc(Cl)c1)c(=O)n2C	5	5	0	9	7	7	97	99	13
CCCCOc1nc2c(c(=O)n(C)c(=O)n2C)n1C	-4	24	-20	-9	10	-8	89	92	25
CCOC(=O)c1ccc(S(=O)(=O)N2CCN(C3CCCC3)CC2)cc1	.	0	-13	-7	-3	4	91	110	-8
Cc1ccc(-n2ncc(C(=O)NC3CC3)c2C2CCN(C(=O)OC(C)(C)C)CC2)c(C)c1	0	-3	2	-6	6	8	96	98	-3
O=C(NCCc1c[nH]c2ccccc12)C1CCN(c2nnc(N3CCCC3=O)s2)CC1	1	15	4	-10	5	9	108	105	3
CCOCCCNC(=S)N(CCCN(C)C)Cc1cc2cc3c(cc2[nH]c1=O)OCCO3	1	17	-1	-16	-1	5	99	94	-2
CC(C)(C)C(=O)Nc1cccc(OC(F)(F)C(F)Cl)c1 (stereo unspecified)	4	25	3	-18	0	-13	108	108	12
CC(=O)c1cccc(NC(=S)NC(=O)c2ccc(Br)cc2)c1	-5	11	-2	4	1	-15	100	102	23
COc1cc(C(=O)Nc2ccccc2N2CCCCC2)cc(OC)c1OC	5	-2	7	3	-2	-3	104	102	13
CCOc1cc(C2c3c(n[nH]c3C)C(=O)N2c2ccc(C)cc2)ccc1O (stereo unspecified)	2	0	-7	1	6	11	97	98	7
COc1ccc(S(=O)(=O)Oc2cc(C(=S)N3CCOCC3)ccc2OC)cc1	1	1	3	8	.	7	103	100	13
COc1ccccc1CC(=O)NCc1ccc2c(c1)OCO2	3	0	2	-5	0	11	102	99	-1
Cc1cc(C(=O)N2CCCC(Nc3ccccc3)C2)c2ccc(F)cc2n1 (stereo unspecified)	4	-11	1	5	-2	0	103	102	15
O=c1[nH]nc(CSCc2ccccc2Cl)[nH]1	2	0	-3	-15	-1	-1	95	93	16
O=c1cc(NS(=O)(=O)c2ccccc2)nc(SCc2ccc(Cl)cc2)[nH]1	6	-13	1	-4	4	-6	105	129*	5
CCC1CCCCN1CCCNC(=O)c1ccc2c(c1)NC(=O)CN2C (stereo unspecified)	-3	6	9	-7	6	32*	126	103	-10
CCN1CCN(CCC(=O)Nc2ccccc2)CC1	8	-13	9	-2	.	3	107	101	18
O=C1N/C(=N\N=C\c2cccs2)SC1Cc1ccc(Cl)cc1 (stereo unspecified)	5	14	7	3	-6	-2	97	92	25
COCCCn1c(-c2ccc(S(=O)(=O)N3CCOCC3)cc2)csc1=Nc1ccccc1	6	-29	.	-27	0	7	.	.	-15

Three compounds out of the list above, arranged by their value in PfM18AAP inh, lowest first.
SMILES	IDE act	SUMO HTRF inh	MEKK2mut PB1 HTS	p-CIP stab down	IDE inh	PfM18AAP inh	MEKK2wt PB1 HTS	MEKK3 PB1 HTS	NALP1 yeast inh
CCN1CCN(CCC(=O)Nc2ccccc2)CC1	8	-13	9	-2	.	3	107	101	18
COc1ccc(S(=O)(=O)Oc2cc(C(=S)N3CCOCC3)ccc2OC)cc1	1	1	3	8	.	7	103	100	13
COc1ccccc1CC(=O)NCc1ccc2c(c1)OCO2	3	0	2	-5	0	11	102	99	-1

Compound profiles, as listed above:
CC(=O)c1cccc(NC(=S)NC(=O)c2ccc(Br)cc2)c1 in the list: IDE act: -5; SUMO HTRF inh: 11; MEKK2mut PB1 HTS: -2; p-CIP stab down: 4; IDE inh: 1; PfM18AAP inh: -15; MEKK2wt PB1 HTS: 100; MEKK3 PB1 HTS: 102; NALP1 yeast inh: 23
COc1ccccc1CC(=O)NCc1ccc2c(c1)OCO2 in the list: IDE act: 3; SUMO HTRF inh: 0; MEKK2mut PB1 HTS: 2; p-CIP stab down: -5; IDE inh: 0; PfM18AAP inh: 11; MEKK2wt PB1 HTS: 102; MEKK3 PB1 HTS: 99; NALP1 yeast inh: -1

7 compounds picked at random from those above:
SMILES	IDE act	SUMO HTRF inh	MEKK2mut PB1 HTS	p-CIP stab down	IDE inh	PfM18AAP inh	MEKK2wt PB1 HTS	MEKK3 PB1 HTS	NALP1 yeast inh
Cc1cc(C(=O)N2CCCC(Nc3ccccc3)C2)c2ccc(F)cc2n1 (stereo unspecified)	4	-11	1	5	-2	0	103	102	15
O=c1cc(NS(=O)(=O)c2ccccc2)nc(SCc2ccc(Cl)cc2)[nH]1	6	-13	1	-4	4	-6	105	129*	5
CCOc1cc(C2c3c(n[nH]c3C)C(=O)N2c2ccc(C)cc2)ccc1O (stereo unspecified)	2	0	-7	1	6	11	97	98	7
COc1ccc(S(=O)(=O)Oc2cc(C(=S)N3CCOCC3)ccc2OC)cc1	1	1	3	8	.	7	103	100	13
O=c1[nH]nc(CSCc2ccccc2Cl)[nH]1	2	0	-3	-15	-1	-1	95	93	16
CCC1CCCCN1CCCNC(=O)c1ccc2c(c1)NC(=O)CN2C (stereo unspecified)	-3	6	9	-7	6	32*	126	103	-10
CCN1CCN(CCC(=O)Nc2ccccc2)CC1	8	-13	9	-2	.	3	107	101	18

(more compounds)
SMILES	IDE act	SUMO HTRF inh	MEKK2mut PB1 HTS	p-CIP stab down	IDE inh	PfM18AAP inh	MEKK2wt PB1 HTS	MEKK3 PB1 HTS	NALP1 yeast inh
CCCCc1ccc(NC(=O)CSC2=NN3CCCC(=O)N=C3S2)cc1	2	10	-1	-21	-1	-7	102	103	-1
O=[N+]([O-])c1cccc(Cl)c1N1CCOCC1	-1	-4	-2	-3	5	-9	96	98	28
CCOc1ccc(C(=O)/C=C/c2ccccc2C(F)(F)F)cc1	7	-16	.	-6	0	-3	.	.	19
Cc1ccccc1C(=NCCCN(C)C)c1ccccc1C	-5	21	-2	-3	1	2	102	101	26
COc1ccccc1N1CCN(/N=C/c2cccc(OC)c2O)CC1	1	4	7	2	1	6	100	105	3
O=C1C2C3C=CC([C@@H]2C(=O)N1C1CCCCC1)[C@H]1C(=O)N(C2CCCCC2)C(=O)C31 (stereo partly specified)	0	4	7	-14	-2	-14	117	109	12
CC1=C(C(=O)NCc2ccccn2)C2(CCC(C)CC2)OC1=O (stereo unspecified)	5	-4	.	-8	-4	-10	.	.	35
CC1CCc2nc(NC(=O)CCSc3ccccc3)sc2C1 (stereo unspecified)	2	-13	4	-21	6	1	107	105	34
COc1ccc(NC(=O)CSc2nnc(NC(=O)C3CC3)s2)cc1OC	0	6	7	20	4	-7	103	100	-2
Cn1c(=O)[nH]c(=O)c2c1nc(N1CCCCCC1)n2Cc1cccc2ccccc12	2	8	4	-2	-3	0	99	107	1
Cc1c(Cl)ccc(S(=O)(=O)N2CCN=C2c2ccccc2)c1Cl	6	-14	-5	9	2	-7	91	90	10
C[C@H]1C[C@H]2[C@@H]3CCC4=CC(=O)C=C[C@]4(C)[C@@]3(F)[C@@H](O)C[C@]2(C)[C@@]1(O)C(=O)CO	8	.	1	.	3	.	106	109	.
O=C(CNC(=O)N1CC(=O)Nc2ccccc21)Nc1ccc(Cl)cc1	1	14	-4	-3	4	-2	97	97	4
O=C(NC1=NCCS1)c1ccc(Cl)cc1	2	17	4	-18	0	-13	107	107	4
CS(=O)(=O)N1CCC(NC(=O)Cc2ccccc2)CC1	4	8	-1	-12	-3	0	97	91	-5

An excerpt; rates above refer to the full screens.
